From PubChem
RSV CPE inhibition = RSV antiviral activity via CPE protection, HEp-2 cells, primary 10 µM value included (AID 2391); HEp-2 cells, RSV-induced CPE inhibition; higher % means a stronger effect; one-dose CPE inhibition, % at 10 µM; IC50 in µM for titrated hits; 0.13% of 310,000 active; in the data active = a potency from the dose series; also: strong numbers were not always called active
NTR1 ag = agonists of NTR1, primary screen, imaging, U2OS cells, beta-arrestin-GFP, high content (AID 493036). P30989. NTR1-U2OS beta-arrestin-GFP spot imaging, agonist mode. 0.17% of 330,000 active. activation, % at 20 µM;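 active = activation at or above 40% of the spot to cytoplasm intensity ratio, with at least 20 cells analyzed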;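 also: 0% = DMSO without peptide and 100% = 100 nM NTR1 peptide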
Target sequence (P30989 whole entry, looked up): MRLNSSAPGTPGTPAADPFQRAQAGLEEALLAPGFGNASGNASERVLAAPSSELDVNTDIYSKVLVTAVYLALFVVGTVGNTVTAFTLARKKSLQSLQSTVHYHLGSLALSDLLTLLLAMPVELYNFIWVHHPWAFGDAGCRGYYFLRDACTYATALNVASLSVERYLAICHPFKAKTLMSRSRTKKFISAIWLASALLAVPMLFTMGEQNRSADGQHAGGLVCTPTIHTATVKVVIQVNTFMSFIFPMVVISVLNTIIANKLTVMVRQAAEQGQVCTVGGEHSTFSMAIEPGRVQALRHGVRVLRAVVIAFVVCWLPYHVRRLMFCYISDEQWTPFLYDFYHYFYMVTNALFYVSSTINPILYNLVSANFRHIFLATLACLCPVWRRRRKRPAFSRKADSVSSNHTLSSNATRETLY
UTI89 phage lysis = inhibition of K1F phage lysis, E. coli UTI89, bacterial capsule biogenesis inhibitors, alamar blue (AID 488966); E. coli UTI89 K1F phage lysis, alamar blue, 2 h; higher % means a stronger effect; 0.02% of 340,000 active; inhibition, % at 100 µM; hits with a dose series show IC50 in µM;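 active = phage lysis inhibition, versus mean bacterial control, above a set limit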;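 also: capsule biogenesis inhibitors block K1F phage lysis so surviving cells raise fluorescence; higher fluorescence means more inhibition of phage lysis; actives were called in the ten point dose series up to 300 µM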
WT yeast gro inh = growth inhibition of WT yeast, mitochondrial fusion screen. mitochondrial fusion phenotypic screen, WT strain. inhibition, % at 10 µM. 2.1% of 190,000 active; in the data active = inhibition above about 58%; tested in S. cerevisiae
LYP phosphatase = inhibitors of LYP phosphatase, biochemical, fluorescence intensity, uHTS (AID 1779); recombinant LYP phosphatase, fluorescence intensity; higher % means a stronger effect; 0.054% of 290,000 active; inhibition, % at 11.5 µM; hits with a dose series show IC50 in µM; in the data active = inhibition above about 50%;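 also: plate controls were vehicle with enzyme for no effect and no enzyme for full effect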
AID2073 = disruptors of CaV2.2 binding to Mint1 – biochemical, HTRF (AID 2073). HTRF protein-protein interaction, Mint1-CaV2.2; higher % means a stronger effect. one-dose inhibition, % at 20 µM; IC50 in µM for titrated hits. 0.19% of 290,000 active; in the data active = inhibition mostly above about 51%, no sharp cut-off; also: some results filed as inactive read as strong as hits
NS5 inhibitors = flavivirus cap methylation enzyme inhibition – biochemical, confirmation dose response, primary screen (AID 588689); Dengue-2 NS5 methyltransferase capping enzyme assay, biochemical; higher % means a stronger effect; inhibition, % at 25 µM; hits with a dose series show IC50 in µM; 0.3% of 340,000 active; in the data active = a potency from the dose series
Autophagy mod = modulators of autophagy; MEF GFP-LC3 puncta imaging; test concentration mostly 10 µM; 0.98% of 190,000 active; calls only at 10 µM (by protocol);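 active = percentage of spot-positive cells more than 3 SD above its plate mean, without a fluorescence outlier flag or 80% toxicity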;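 also: spot-positive cell cutoff set from DMSO-treated cells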
GPR35 antagonists = GPR35 antagonists blocking zaprinast-driven arrestin recruitment, primary screen, imaging, U2OS, beta-arrestin-GFP, zaprinast agonist (AID 2058); inhibition, % at 10 µM; hits with a dose series show IC50 in µM; U2OS GPR35 beta-arrestin-GFP translocation imaging, zaprinast antagonism; higher % means a stronger effect; 0.052% of 290,000 active;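 active = inhibition of at least 50% with at least 30 cells and total cytoplasm GFP at most 10,000,000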
WT yeast gro inh mutant strain = further read-out of WT yeast gro inh, marked with its call; inhibition, %; mitochondrial fusion phenotypic screen, mutant strain inhibition
Autophagy mod cell loss 18 h = second read-out of Autophagy mod, no call of its own (marks repeat the call); toxicity, %; measured here: cell loss, nuclei count;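 cell loss after 18 h compound exposure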
NTR1 ag cell count 20 µM = recorded beside NTR1 ag, whose call it bears; cell count; measured here: cell count, cytotoxicity flag
* hit, by the source's call; i = inactive; nt = no result given; [ ] = remark or other dose.

SMILES	RSV CPE inhibition	NTR1 ag	NTR1 ag cell count 20 µM	UTI89 phage lysis	WT yeast gro inh	WT yeast gro inh mutant strain	LYP phosphatase	AID2073	NS5 inhibitors	Autophagy mod	Autophagy mod cell loss 18 h	GPR35 antagonists
COc1ccc(C(=O)CSc2n[nH]c(=O)n2Cc2ccco2)cc1	nt	1.4	52	0.7%	nt	nt	-4%	0%	-3%	nt	nt	14%
CCCC(=O)NC(c1ccccc1Cl)c1c(O)ccc2ccccc12 (stereo not given)	8.2%	1.1	79	-0.2%[50 µM]	-1	-12	8%	8%	-8%	i	14	0%
CCOC(=O)c1oc2nc(CC(C)C)c3c(c2c1N)CCCC3	nt	5.9	38	-0.6%	nt	nt	-2%	24%	-3%	nt	nt	-3%
COc1ccc(/C(N)=N/OC(=O)/C=C/c2ccccc2)cc1	1.2%	-2.4	61	0.5%	14	4	-5%	-3%	-4%	i	11	4%
COc1ccc(-c2noc3c2-c2nc(-c4ccccc4)sc2CC3)cc1	8.8%	5.2	63	3.2%	nt	nt	nt	nt	-2%	nt	nt	nt
N#Cc1cccc(NC(=O)CC2CCCC2)c1	1.2%	0.0	52	-0.2%	nt	nt	-6%	16%	-7%	nt	nt	9%
COc1ccc(C(=O)c2c(N)sc3c2CCN(C)C3)cc1	2.7%	0.3	60	0.3%	nt	nt	-1%	-13%	-12%	nt	nt	10%
O=C(COC(=O)C1CCC(=O)N1)Nc1ccc(Cl)cc1Cl (stereo not given)	1.2%	1.3	84	4.3%	0	0	-3%	5%	3%	i	46	4%
CC(C)NC(=O)Nc1n[nH]c(Nc2ccc(Cl)cc2)n1	nt	0.1	50	0.9%	nt	nt	-8%	0%	-12%	nt	nt	15%
O=C(Cn1cnc2ccccc2c1=O)NCc1ccc2c(c1)OCO2	-1.0%	-1.1	41	0.3%	11	-6	-7%	13%	-2%	i	2	-10%
COc1ccccc1NC(=O)CSC1CC(=O)N(c2ccc3c(c2)OCO3)C1=O (stereo not given)	2.9%	1.8	77	-0.2%	-5	15	7%	-6%	-14%	i	-7	-3%
CC(=O)N1CCN(c2nc3ccc(Br)cc3s2)CC1	21%	-0.2	63	0.4%	nt	nt	-7%	0%	-11%	nt	nt	2%
COc1ccc(C(=O)OCCc2cc3ccccc3c(=O)o2)cc1	-0.4%	1.7	45	0.8%	nt	nt	nt	nt	-2%	nt	nt	nt
O=Cc1ccc(OCCCOc2cccc3cccnc23)cc1	2.1%	1.4	69	0.0%	nt	nt	-3%	12%	-14%	nt	nt	20%
Cc1ccc(C(=O)CSc2nnc3ccccn23)c(C)c1	3.9%	0.3	56	0.2%	-8	7	-11%	-1%	-4%	i	7	12%
Cc1onc(-c2ccccc2)c1C(=O)NC(=S)NNC(=O)c1ccccc1O	0.8%	9.7	62	0.7%[50 µM]	28	9	-1%	-13%	-5%	i	28	7%
CC1(C)CC(=O)C(N=Nc2cccc(S(=O)(=O)N3CCOCC3)c2)=C(O)C1	-0.6%	-0.4	47	-0.2%	nt	nt	2%	-2%	-7%	nt	nt	5%
CCCCN(CC)S(=O)(=O)c1ccc(C(=O)Nc2nnc(-c3cccs3)o2)cc1	1.9%	0.0	70	nt	12	13	-6%	8%	nt	i	6	13%
COc1cc2c3c(c1)/C(=C1/SC(NC(C)=O)=NC1=O)C(=O)N3C(C)(C)C=C2C	1.9%	7.0	65	0.3%	19	10	1%	-4%	14%	i	-11	-6%
CC(C)C(NC(=O)OCc1ccccc1)C(=O)OCC(=O)N1C(C)CCCC1C (stereo not given)	-1.6%	-1.0	30	5.3%	-10	-20	-3%	17%	1%	i	-6	4%
S=C1NCCc2ccccc2C1c1ccccc1 (stereo not given)	0.7%	1.2	47	1.6%	21	14	5%	-6%	-9%	i	-7	7%
O=C(Cc1ccccc1)N[C@@H](Cc1ccc(O)cc1)C(=O)O	nt	-1.4	62	nt	nt	nt	-10%	15%	nt	nt	nt	16%
Cc1ccc(NC(=O)C(=O)NN=C2CCCC2)cc1C	2.1%	-1.5	77	-2.0%	-7	-8	-6%	-7%	0%	i	2	4%
COc1ccc(CNS(=O)(=O)c2ccccc2Br)cc1	-0.1%	-1.2	57	nt	nt	nt	-9%	18%	nt	nt	nt	-14%
CN(CCC1CCCCO1)C(=O)CCc1nnc(C2CCCCC2)o1 (stereo not given)	2.8%	-1.6	45	0.2%	0	-20	-6%	4%	1%	i	-7	-1%
CC(=O)N1CCc2cc(S(=O)(=O)CCC(=O)Nc3cc(C)cc(C)c3)ccc21	0.7%	-1.7	48	-0.1%	nt	nt	-9%	9%	11%	nt	nt	14%
COC(=O)CCN(C(=O)c1cccc(OC(C)=O)c1)c1ccccn1	1.2%	1.7	58	1.1%	1	-3	-2%	1%	2%	i	-4	-17%
CC(=O)Nc1nc(=S)ss1	0.9%	2.4	54	i	15	13	6%	10%	-15%	i	-4	10%
Cc1ccc(CSC2=CS(=O)(=O)c3ccccc3N2)cc1	14%	1.1	51	-0.2%	-19	1	4%	25%	-4%	i	43	6%
COc1ccc(C(=O)Nc2ccccc2C(=O)N2CCCCC2C)cc1 (stereo not given)	0.1%	-1.5	105	0.1%	0	6	-8%	-6%	-1%	i	23	4%
COc1ccc(OC)c(N(CC(=O)NC2CC3CCC2C3)S(=O)(=O)c2ccccc2)c1 (stereo not given)	12%	1.5	48	-0.5%	nt	nt	-4%	9%	-6%	nt	nt	-3%
C#CCOCCOCCOCCNc1nc(N2CCN(C(=O)[C@H](C)n3cc(CCCN=C(N)N)nn3)CC2)nc(N2CCN(C(=O)[C@H](CCCCN)n3cc(CCCC)nn3)CC2)n1	nt	nt	nt	nt	5	-4	-2%	2%	nt	i	0	15%
Cn1c(=O)cc(N2CCOCC2)[nH]c1=O	2.2%	-2.4	96	1.5%	8	4	-5%	26%	1%	i	8	-4%
CCn1c(/C=C/N(C(C)=O)c2ccccc2)[n+](CC)c2ccc(Cl)cc21	1.7%	0.4	71	-0.1%	1	19	-4%	-5%	1%	i	-10	0%
CCn1ccnc1CNC(=O)C1CCC(=O)N(Cc2cccc(C(F)(F)F)c2)C1 (stereo not given)	0.7%	-0.2	52	0.1%	nt	nt	-6%	4%	0%	nt	nt	10%
CCc1cccc(NC(=S)N(CCOC)C2CCN(C(C)=O)CC2)c1	0.7%	-0.1	95	0.0%	nt	nt	-4%	2%	-5%	nt	nt	4%
Cc1ccccc1NC(=O)C(C)OC(=O)CNS(=O)(=O)c1ccc(C#N)cc1 (stereo not given)	-1.5%	-0.7	58	1.4%[50 µM]	nt	nt	nt	nt	2%	nt	nt	nt
COc1cccc(C2C(C(C)=O)=C(C)Nc3ncnn32)c1 (stereo not given)	1.1%	0.3	64	1.0%[50 µM]	nt	nt	-3%	-2%	-7%	nt	nt	6%
COc1ccc(CCNC(=O)CSc2nc3[nH]ncc3c(=O)n2-c2ccccc2OC)cc1OC	-1.2%	0.7	27	0.0%	-3	-20	-3%	-16%	-5%	i	23	-14%
CCN(Cc1cc2cc(OC)ccc2[nH]c1=O)C(=O)Cc1ccc(OC)cc1	0.7%	0.5	61	1.4%	11	0	0%	-6%	-2%	i	-3	3%
Cc1cccc(C)c1NC(=O)COc1ccc2c(C)c(Cc3ccccc3)c(=O)oc2c1	20%	5.3	43	1.7%[50 µM]	11	2	-8%	4%	1%	i	7	3%
COc1cccc(/C=C/c2nc(S(=O)(=O)c3ccccc3)c(N(C)C)o2)c1	3.8%	0.6	41	0.6%	nt	nt	4%	18%	-16%	nt	nt	14%
COc1ccccc1NC(=O)Cc1csc(NC(=S)Nc2ccc(C)cc2)n1	2.5%	6.4	80	1.8%	7	55	2%	-10%	-4%	i	-28	-8%
Cc1ccc(COc2ccc(/C=N/NC(=O)c3ccc(CN4CCOCC4)cc3)cc2)cc1	4.7%	-1.2	87	1.2%	-3	0	0%	17%	-2%	i	-3	12%
Cn1cnnc1SCC(=O)Nc1nc(-c2ccc(F)cc2)cs1	-0.5%	-0.7	54	0.3%	-5	-6	-6%	0%	-3%	i	-6	-6%
O=C(Nc1ccccc1N1CCN(C(=O)c2ccccc2)CC1)c1ccc2c(c1)OCO2	1.0%	-0.4	64	1.3%	7	-9	-4%	6%	-9%	i	-10	1%
Nn1c(Nc2ccccc2)nc2ccccc2c1=O	-0.4%	0.8	40	-0.3%	11	6	-6%	-2%	2%	i	-1	2%
N#CCCN1CCN(S(=O)(=O)c2ccc3c(c2)CCC3)CC1	1.5%	-0.8	78	-0.1%[50 µM]	nt	nt	nt	nt	5%	nt	nt	nt
CC1CCN(C(=O)N2c3ccccc3Sc3ccccc32)CC1	20%	6.0	39	0.5%	32	27	1%	0%	-1%	i	0	30%
CSc1cccc(CN2CCC(Oc3ccc(C(=O)N4CCCCC4)cc3)CC2)c1	1.4%	0.6	70	0.2%	nt	nt	-1%	7%	2%	nt	nt	-21%
CC1CCc2c(sc3ncnc(SCC(=O)c4ccccc4)c23)C1 (stereo not given)	0.5%	7.7	80	0.5%	3	-7	-4%	-1%	-5%	i	-1	5%
COc1ccc(OC)c(C2=NOC(C(=O)Nc3ccc4c(c3)OCCO4)C2)c1 (stereo not given)	3.4%	-0.2	71	-0.1%	nt	nt	-7%	10%	-3%	nt	nt	-13%
CC(C)OP(=O)(OC(C)C)C(Nc1ccccc1)c1ccc2c(c1)OCO2 (stereo not given)	1.4%	0.0	66	0.1%	11	-6	-4%	-2%	-10%	i	2	7%
C#CCSc1nnnn1-c1ccc(OCC)cc1	nt	-0.2	47	0.4%	nt	nt	-4%	3%	-2%	nt	nt	-24%
CC(C)NC(=O)c1ccc(CN2CCC(Cc3ccccc3)CC2)cc1	0.1%	1.1	47	0.0%	nt	nt	-6%	-3%	7%	nt	nt	0%
Cc1cc(=O)n2c3ccccc3n(CC(O)CN3CCCCC3)c2c1C#N (stereo not given)	0.9%	-1.4	55	-0.2%	-13	-5	2%	1%	1%	i	-24	2%

Reprinted from the entries so far (four entries):
SMILES	RSV CPE inhibition	NTR1 ag	NTR1 ag cell count 20 µM	UTI89 phage lysis	WT yeast gro inh	WT yeast gro inh mutant strain	LYP phosphatase	AID2073	NS5 inhibitors	Autophagy mod	Autophagy mod cell loss 18 h	GPR35 antagonists
CC1CCN(C(=O)N2c3ccccc3Sc3ccccc32)CC1	20%	6.0	39	0.5%	32	27	1%	0%	-1%	i	0	30%
CSc1cccc(CN2CCC(Oc3ccc(C(=O)N4CCCCC4)cc3)CC2)c1	1.4%	0.6	70	0.2%	nt	nt	-1%	7%	2%	nt	nt	-21%
CC1CCc2c(sc3ncnc(SCC(=O)c4ccccc4)c23)C1 (stereo not given)	0.5%	7.7	80	0.5%	3	-7	-4%	-1%	-5%	i	-1	5%
COc1ccc(OC)c(C2=NOC(C(=O)Nc3ccc4c(c3)OCCO4)C2)c1 (stereo not given)	3.4%	-0.2	71	-0.1%	nt	nt	-7%	10%	-3%	nt	nt	-13%
